Bioassay records: PubChem, Broad Institute
PGC1a acetyl inh – PGC1a acetylation modulation, inhibitor mode; U2OS PGC1a acetylation, AlphaScreen anti-acetyl-lysine; with virally co-expressed GCN5 acetyltransferase; inhibition, % at 15.6 µM; 350,000 tested, 0.17% active;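 active = every replicate shows inhibition of at least 40%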;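 note: 0% = neutral control wells and 100% = positive control wells; some results beyond the cut were filed as inactive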
SIRT5 block – inhibitors of human sirtuin-5 desuccinylase; Q9NXA8; Purified SirT5, succinyl-peptide AMC, trypsin-coupled fluorescence; inhibition, % at 15 µM; 330,000 tested, 1.1% active; AID 652115; in the data active = inhibition above about 15%
Target sequence (Q9NXA8 whole entry, looked up): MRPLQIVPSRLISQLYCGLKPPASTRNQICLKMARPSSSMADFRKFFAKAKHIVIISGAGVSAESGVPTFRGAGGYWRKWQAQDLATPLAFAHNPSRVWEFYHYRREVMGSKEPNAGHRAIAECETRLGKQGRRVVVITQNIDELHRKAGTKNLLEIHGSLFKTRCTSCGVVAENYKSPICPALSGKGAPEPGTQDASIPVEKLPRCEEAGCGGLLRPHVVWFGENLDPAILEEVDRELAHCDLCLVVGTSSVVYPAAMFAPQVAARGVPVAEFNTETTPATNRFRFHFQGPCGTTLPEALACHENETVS
Statin myotox sup – protects C2C12 myotubes from simvastatin toxicity; ATP luminescence, 48 h; scaled: DMSO 0, geranylgeraniol control 100; rescue of ATP level, % at 7.49 µM; 330,000 tested, 0.78% active; AID 602340;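 active = mean ATP rescue above about 67%, or every replicate alone reaching that limit, limit read from the data, passing the limit was not always enough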;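 note: myotubes were challenged with 10 µM simvastatin during compound exposure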
ERAP1 HTS inh – inhibitors of human ERAP1 aminopeptidase | Q9NZ08 | recombinant ERAP1, Leu-AMC fluorescence, 60 min | inhibition, % at 10.7 µM | 340,000 tested, 0.15% active | AID 652197;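 active = mean replicate inhibition of at least 30%, or all replicates individually reaching that 30% level; inactive = mean below 30% and not every replicate reaching it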;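 note: 0% = neutral control wells and 100% = L-leucinethiol positive control wells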
Cneo AK release – causes C. neoformans cell lysis; adenylate kinase release luminescence, 4 h; normalised: neutral wells 0, clomiphene wells 100; lysis activity, % at 15 µM; 360,000 tested, 0.2% active; AID 651654;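 active = mean lysis activity across replicates of at least 80%, whatever share of replicates individually reach that level; inactive = mean lysis activity below 80%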
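Test system: log-phase Cryptococcus neoformans yeast cells; Quantity: yeast cell density of 5 × 10^6 cells/mL; Buffer or medium: YPD; Doses: single compound concentration per well; Timing: 4 h at 37 °C static, read 1 h later; Measured by: AK luminescence; Read-out basis: lysis from increased AK signal; Control set: Clomiphene as positive control.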
S100A4 inh HTS – blocks human S100A4 binding to myosin IIA peptide; S100A4/TAMRA-MyoIIA peptide fluorescence polarization; inhibition, % at 10.7 µM; AID 652163; P26447; 360,000 tested, 0.14% active;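 active = mean inhibition of at least 70% across replicates, with every replicate also reaching that level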
Target sequence (P26447 whole entry, looked up): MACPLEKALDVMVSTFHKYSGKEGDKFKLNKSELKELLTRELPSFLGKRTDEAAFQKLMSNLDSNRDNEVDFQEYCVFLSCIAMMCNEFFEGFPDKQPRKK
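Assay system: human S100A4 monomer with TAMRA-labelled myosin IIA peptide / Buffer or medium: Calcium-containing HEPES buffer, pH 7.2 / Reagent: TAMRA-labelled myosin IIA heavy-chain peptide probe, 5 nM / Compound: one dose per compound / Timing: polarization read 5 min after assay mix addition, stable 5–60 min / Benchmarks: neutral control DMSO, positive control TFP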
LGR2 antag – blocks bursicon-induced cAMP signaling via Drosophila LGR2. inhibition, % at 9.99 µM. HEK293 LGR2, CRE-luciferase, bursicon-stimulated, 4 h. 380,000 tested, 0.35% active;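 active = drop in luminescence signal, shown as inhibition above about 50% in the replicate tests, limit read from the data, passing the limit was not always enough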;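 note: agonist challenge used bursicon conditioned medium at about half maximal strength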
Xi reactivation – reactivates the inactive X chromosome in mouse fibroblasts; XiGFP mouse fibroblasts, % GFP-positive cells imaging, 3 d; cells co-treated with 5-aza-dC sensitizer; scaled so ellipticine positive control = 100%; activation, % at 7.58 µM; 360,000 tested, 0.055% active; AID 743238;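 active = mean normalized replicate activation at least 10% and every replicate at or above 10%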;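 note: 0% = median of on-plate neutral control wells and 100% = ellipticine 6 µM median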
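Material: XiGFP fibroblasts, SV40-immortalized; Buffer or medium: DMEM containing 5-aza-dC; Compound dosing: single point; Times: 3 days compound exposure.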
* = called active by the depositor; / = no result given.

The line under a structure holds: PGC1a acetyl inh	SIRT5 block	Statin myotox sup	ERAP1 HTS inh	Cneo AK release	S100A4 inh HTS	LGR2 antag	Xi reactivation
1: O=C1N(c2ccccc2)CCN1c1ccccc1
    0	1	-9	-2	-7	-7	-42	0.0
2: Cc1c(C)c2ccc(OCC(=O)NCCCN3CCCC3=O)cc2oc1=O
    -4	-13	-1	0	-3	-16	-27	0.0
3: CCN1C(=NCc2ccc(OC)cc2)N[C@@H](c2ccccc2)C(C(=O)OC)=C1C
    20	/	-2	-1	1	-2	3	0.1
4: Cc1ccc(S(=O)(=O)NCc2ccccc2)cc1C(=O)NC(C)c1ccc(S(N)(=O)=O)cc1 (configuration not stated)
    /	-6	0	1	0	4	2	-0.1
5: O=C(C[C@@H]1C[C@H]2c3cc(NC(=O)Cc4ccncc4)ccc3O[C@H]2[C@H](CO)O1)NCc1ccc2c(c1)OCO2
    -4	-2	0	0	10	35	3	0.2
6: Cc1ccc2c(CN3CC(C)CC(C)C3)cc(=O)oc2c1C (configuration not stated)
    -11	-3	-6	-2	-1	1	-2	-0.1
7: COc1ccc(C2CC(c3cccc(C(F)(F)F)c3)=NN2c2ccc(S(N)(=O)=O)cc2)cc1 (configuration not stated)
    -14	-2	17	-6	-3	-3	0	0.0
8: Cc1cc2c(cc1S(=O)(=O)CCC(=O)NCCc1ccccc1)OCC(=O)N2
    -41	-4	3	1	-1	0	/	0.0
9: CCCNC(=O)CC(NS(=O)(=O)c1ccc(OC)cc1)c1ccco1 (configuration not stated)
    10	1	/	1	/	5	11	0.0
10: CNC[C@H]1Oc2ccc(NS(=O)(=O)c3ccc(C)cc3)cc2C(=O)N([C@@H](C)CO)C[C@H]1C
    -6	-2	2	-3	2	-98	-12	0.2
11: COc1cc(NS(=O)(=O)c2ccc(NC(=S)NC(C)=O)cc2)nc(OC)n1
    11	-1	/	5	2	-1	-28	-0.1
12: Cc1ccc(NC(=O)CN(C)c2ccc(S(=O)(=O)N3CCCC3)cn2)cc1
    -5	-2	1	0	4	2	11	0.0
13: CCCS(=O)(=O)NC(=O)C1(C)CCCN(C(=O)c2ccncc2)C1 (configuration not stated)
    -4	/	8	0	3	0	18	0.0
14: Cc1noc(C)c1-c1ccc2ncnc(NC(C)c3ccco3)c2c1 (configuration not stated)
    /	-1	-24	-3	0	-5	5	0.0
15: CCCNC(=O)N(C)C[C@@H]1Oc2ncc(C#C[C@@H](C)O)cc2C(=O)N([C@H](C)CO)C[C@H]1C
    15	-2	/	-1	-7	-5	-2	0.0
16: Fc1ccc(CNc2nc(-c3ccccc3)nc3ccccc23)cc1
    -1	-1	/	2	/	-7	-6	0.0
17: O=C(O)C1OC1(c1ccccc1Cl)c1ccccc1Cl (configuration not stated)
    /	-4	/	-45	/	-4	-26	0.1
18: CNC(=O)C[C@@H]1CC[C@@H]2[C@@H](COc3ccc(NC(=O)c4ccccc4Cl)cc3C(=O)N2C)O1
    2	-1	-3	0	1	1	-1	0.4
19: CCN(CC)c1ccc(C(=O)NNC(=O)c2cccn2C)cc1
    /	-1	1	-1	0	19	-59	0.0
20: COc1cccc(CNC(=O)COC(=O)c2nc(Cl)c(Cl)c(Cl)c2Cl)c1
    -43	-5	4	2	-1	-7	7	-0.1
21: C[C@H](CO)N1C[C@H](C)[C@@H](CN(C)S(=O)(=O)c2ccsc2)OCc2ccccc2-c2c(n(C)c3ccccc23)C1=O
    -38	3	/	0	-4	6	-2	-0.3
22: O=C(Oc1ccc(/C=N/Nc2nc(N3CCCCC3)nc(N3CCCCC3)n2)cc1)c1ccco1
    /	0	-4	-3	2	-1	11	2.4
23: O=C(NCC1CCCO1)c1ccc(N2C(=O)C3CCCCC3C2=O)cc1 (configuration not stated)
    1	-2	-55	1	5	-1	-13	0.0
24: CC(=O)c1c(C)[nH]c(C(=O)OCC(=O)c2c(N)n(CC(C)C)c(=O)n(C)c2=O)c1C
    -9	-4	0	6	-1	-4	-5	-0.3
25: COC(=O)c1ccc2nc(-c3cccc(Br)c3)c(Cc3cccc(F)c3)n2c1
    /	-2	/	1	/	-3	-17	-0.1
26: COc1ccc(C#Cc2ccc3c(c2)[C@H]2[C@H](CCN2C(=O)c2ccccn2)[C@H](CO)N3)cc1
    -5	11	/	1	/	-8	-8	0.0
27: COc1cccc(CN(C)C[C@H]2OCc3cnnn3CCCC(=O)N([C@@H](C)CO)C[C@H]2C)c1
    4	-1	5	2	-10	-10	-7	-0.2
28: CCC(=O)N(C)C[C@@H]1Oc2cc(C#CC3CCCC3)ccc2S(=O)(=O)N([C@H](C)CO)C[C@@H]1C
    2	3	9	2	-5	-24	10	-1.0
29: Cc1noc(C)c1NC(=O)Nc1ccc2c(c1)CC(=O)N([C@H](C)CO)C[C@@H](C)[C@H](CN(C)S(C)(=O)=O)O2
    0	/	-26	/	1	/	-9	0.3
30: N#Cc1ccc(-c2ccc([C@H]3[C@H](CO)N4CCCCN(S(=O)(=O)c5ccccc5)C[C@@H]34)cc2)cc1
    2	0	/	1	-1	6	11	0.5
31: Cc1ccc(S(=O)(=O)N2C[C@H]3C(=O)C[C@@H](c4ccccc4)N(S(=O)(=O)c4ccc(C)cc4)[C@H]3C[C@H]2c2ccc(Cl)cc2)cc1
    8	-1	-2	/	-3	1	11	0.1
32: O=C(NCC(c1ccccc1)N1CCCC1)C1CCN(C(=O)Nc2ccccc2)CC1 (configuration not stated)
    1	0	4	0	-3	-4	-2	0.1
33: CC1=CC(C)C2(CO)COC(c3ccc(O)cc3)C1C2C (configuration not stated)
    -9	0	-9	-8	/	5	1	0.0
34: Cc1ccc(O)c(NC(=O)CCCC(=O)O)c1
    7	-2	7	5	0	-10	4	/
35: O=C(O)c1ccccc1CSc1ncn[nH]1
    -5	/	-30	/	0	/	11	/
36: CO[C@H]1CC[C@H]2CCN(C)C(=O)[C@H](C)[C@@H](OC)CN(C)C(=O)c3cc(C#N)ccc3OC[C@H]1O2
    2	5	3	3	56	-10	-7	-0.1
37: Cc1ccc(Oc2nnc(-c3ccc(C)cc3)c3ccccc23)cc1
    7	1	-11	0	19	-1	-16	0.1
38: C[C@@H](NC(=O)C[C@H]1CC[C@H]2[C@@H](COC[C@H](O)CN2Cc2ccc(C(F)(F)F)cc2)O1)c1ccccc1
    -9	5	37	0	-3	-6	2	0.3
39: CC(/C=C\c1ccccc1)=C/C(=O)O
    /	-2	/	2	/	-28	4	-0.1
40: Cc1ccccc1Nc1ncnc2[nH]ncc12
    /	-1	2	2	0	-2	-8	-0.1
41: O=C(CCCn1c(=O)c2cccn2c2cccnc21)NCc1cccc(Br)c1
    3	0	4	-1	-1	5	-16	0.0
42: Cc1cc(C)c2cccc(N)c2n1
    /	-3	-6	-2	0	-15	-2	0.0
43: CN(C)C(=S)c1ccc(N(C)C)cc1
    -4	-6	0	/	/	-3	-8	0.0
44: CCCN(C(=O)CSc1nc2c(cnn2-c2ccccc2)c(=O)[nH]1)C1CCS(=O)(=O)C1 (configuration not stated)
    /	0	2	-2	-2	3	5	0.0
45: CN(C)C(=S)N=c1ssc(=S)n1Cc1ccco1
    -8	-1	/	6	/	6	-3	1.1
46: CCCN1CCN(CCCNC(=O)c2ccc(NC(=O)C3=C(C)OCCS3)cc2)CC1
    12	1	-1	3	-2	-3	-4	0.0
47: COc1ccccc1NC(=O)/C=C1\SCC(=O)N1C
    93*	5	/	0	/	7	1	-0.1
48: O=C(CSc1nnc(NC(=O)c2ccc(S(=O)(=O)N3CCOCC3)cc2)s1)Nc1ccccc1C(F)(F)F
    0	-2	/	-1	-2	2	-8	0.0
49: FC(F)(F)c1cccc(Cc2noc(CN3CCSCC3)n2)c1
    /	-1	/	5	/	2	13	0.2
50: COc1cccc(N2CCN(c3nc(C)c(C)c(=O)[nH]3)CC2)c1
    22	1	-7	-1	-2	0	31	0.0
51: Cc1ccc(S(=O)(=O)N2CC[C@@H]3[C@@H](CO)Nc4ccc(C#Cc5ccccc5F)cc4[C@@H]32)cc1
    -5	-2	10	/	-2	/	-14	0.1
52: COc1cc(/C=C2\SC(=S)N(N(C)c3ccccc3)C2=O)ccc1O
    0	3	5	2	/	-8	-3	-0.1
53: CC(=O)Nc1ccc(N2C(=O)CSC2c2cccc(Br)c2)cc1 (configuration not stated)
    4	-5	0	1	-3	0	-10	0.4
54: CC1=C(C(=O)OCC2CCCO2)C(c2coc3ccc(Cl)cc3c2=O)C2=C(CCCC2=O)N1 (configuration not stated)
    -12	-3	1	1	1	1	19	0.2
55: COc1ccccc1CNC(=O)C(C)c1ccc([N+](=O)[O-])cc1 (configuration not stated)
    /	1	/	20	/	-3	9	0.2
56: C[C@@H]1CN([C@H](C)CO)C(=O)c2cc(C#CCC3CCCC3)cnc2O[C@H]1CN(C)CC1CCOCC1
    -16	-1	-8	1	8	-2	-1	0.5
57: COc1ccc(NC(=O)N(C)C[C@@H]2Oc3c(NC(=O)NC4CCCCC4)cccc3C(=O)N([C@@H](C)CO)C[C@@H]2C)cc1
    0	2	-10	0	-3	60	-22	0.2
58: O=C(COC(=O)C1CCN(S(=O)(=O)c2ccc(Cl)c(C(F)(F)F)c2)CC1)NCC1CCCO1 (configuration not stated)
    /	/	3	-2	0	-1	-11	0.2

Gathered by group, the compounds so far with fluorine (8)
The line under a structure holds: PGC1a acetyl inh	SIRT5 block	Statin myotox sup	ERAP1 HTS inh	Cneo AK release	S100A4 inh HTS	LGR2 antag	Xi reactivation
7: COc1ccc(C2CC(c3cccc(C(F)(F)F)c3)=NN2c2ccc(S(N)(=O)=O)cc2)cc1 (configuration not stated)
    -14	-2	17	-6	-3	-3	0	0.0
16: Fc1ccc(CNc2nc(-c3ccccc3)nc3ccccc23)cc1
    -1	-1	/	2	/	-7	-6	0.0
25: COC(=O)c1ccc2nc(-c3cccc(Br)c3)c(Cc3cccc(F)c3)n2c1
    /	-2	/	1	/	-3	-17	-0.1
38: C[C@@H](NC(=O)C[C@H]1CC[C@H]2[C@@H](COC[C@H](O)CN2Cc2ccc(C(F)(F)F)cc2)O1)c1ccccc1
    -9	5	37	0	-3	-6	2	0.3
48: O=C(CSc1nnc(NC(=O)c2ccc(S(=O)(=O)N3CCOCC3)cc2)s1)Nc1ccccc1C(F)(F)F
    0	-2	/	-1	-2	2	-8	0.0
49: FC(F)(F)c1cccc(Cc2noc(CN3CCSCC3)n2)c1
    /	-1	/	5	/	2	13	0.2
51: Cc1ccc(S(=O)(=O)N2CC[C@@H]3[C@@H](CO)Nc4ccc(C#Cc5ccccc5F)cc4[C@@H]32)cc1
    -5	-2	10	/	-2	/	-14	0.1
58: O=C(COC(=O)C1CCN(S(=O)(=O)c2ccc(Cl)c(C(F)(F)F)c2)CC1)NCC1CCCO1 (configuration not stated)
    /	/	3	-2	0	-1	-11	0.2

Some of the compounds tested, so the mix of outcomes need not match the whole.
